Salmonella PhoP GFP: inhibitors of PhoP regulon expression, primary screen, Salmonella Typhimurium, GFP reporter (AID 1863); 0.16% of 300,000 active; S. Typhimurium PhoP-regulated promoter GFP reporter, 4 h; higher % means a stronger effect; inhibition, % at 50 µM, or IC50 in µM where a hit was titrated;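 active = inhibition over 29.93%, a cutoff 3 SD above the screen mean, later confirmed by dose response; inconclusive = inhibition over 29.93% but no dose response follow-up; inactive = inhibition at most 29.93% or unconfirmed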;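 note: 0% = low Mg2+ inducing control and 100% = high Mg2+ repressing control; strong numbers were not always called active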
T cell modulator: modulates CD8 T cell binding to vesicles. calls only at 7 µM. AID 2052. 2C CD8+ T cell-vesicle binding, flow cytometry; active compounds read low. 0.068% of 330,000 active;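 active = response, share of CD8 T cells binding vesicles, and their 90th percentile fluorescence all below set limits, cut at about 80% in these data, passing the limit was not always enough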
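Test system: purified 2C TCR transgenic mouse naive CD8+ T cells. Probe or stimulus: QL9-peptide-loaded Drosophila micro-vesicles bearing Ld, ICAM-1 and B7-1. Incubation: binding step 1.5 h, 37 °C, antibody labelling 20 min, ice. Measured by: flow cytometry of vesicle-bound cells.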
RSV CPE inhibition: inhibition of RSV-induced cytopathic effect – HEp-2 cells, primary 10 µM value included (AID 2391). HEp-2 cells, RSV-induced CPE inhibition; higher % means a stronger effect. CPE inhibition, % at 10 µM; hits with a dose series show IC50 in µM. 0.13% of 310,000 active; in the data active = a potency from the dose series; inconclusive = CPE inhibition mostly from about 23% at the one dose, without a potency; inactive = the rest, 99 in 100 with CPE inhibition below about 21%; note: strong numbers were not always called active
NS5 inhibitors: flavivirus cap methylation enzyme inhibition – biochemical, confirmation dose response, primary screen (AID 588689); Dengue-2 NS5 methyltransferase capping enzyme assay, biochemical; higher % means a stronger effect; inhibition, % at 25 µM, or IC50 in µM where a hit was titrated; 0.3% of 340,000 active; in the data active = a potency from the dose series; inconclusive = inhibition above about 29% without an active follow-up result
SV40 large T antigen: SV40 large T antigen inhibitors, biochemical (AID 1903); SV40 large T antigen ATPase/helicase inhibition assay; higher % means a stronger effect; one-dose inhibition, % at 20 µM; IC50 in µM for titrated hits; 0.39% of 310,000 active; in the data active = a potency from the dose series; inconclusive = inhibition mostly from about 32% at the one dose, without a potency; inactive = the rest, 99 in 100 with inhibition below about 32%; note: strong numbers were not always called active
NTR1 ag: NTR1-driven beta-arrestin-GFP spot formation – imaging, U2OS cells, high content, primary screen (AID 493036) | P30989 | agonist mode | activation, % at 20 µM | 0.17% of 330,000 active;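 active = activation at or above 40% of the spot to cytoplasm intensity ratio, with at least 20 cells analyzed; inconclusive = wells under 20 cells, flagged as cytotoxic or low count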;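 note: 0% = DMSO without peptide and 100% = 100 nM NTR1 peptide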
Target sequence (P30989 whole entry, looked up): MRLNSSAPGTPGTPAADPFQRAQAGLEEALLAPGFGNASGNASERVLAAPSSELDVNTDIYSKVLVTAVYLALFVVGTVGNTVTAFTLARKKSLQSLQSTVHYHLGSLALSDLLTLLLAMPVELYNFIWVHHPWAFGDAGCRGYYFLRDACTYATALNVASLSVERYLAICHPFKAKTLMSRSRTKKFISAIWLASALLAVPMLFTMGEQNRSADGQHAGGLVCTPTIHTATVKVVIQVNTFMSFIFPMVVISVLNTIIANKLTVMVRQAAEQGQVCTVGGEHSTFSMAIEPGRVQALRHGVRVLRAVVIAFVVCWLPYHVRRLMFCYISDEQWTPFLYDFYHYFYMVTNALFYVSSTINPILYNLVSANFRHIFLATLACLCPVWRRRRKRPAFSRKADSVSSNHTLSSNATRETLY
UTI89 phage lysis: inhibition of K1F phage lysis, E. coli UTI89, bacterial capsule biogenesis inhibitors, alamar blue (AID 488966). E. coli UTI89 K1F phage lysis, alamar blue, 2 h; higher % means a stronger effect. inhibition, % at 100 µM, or IC50 in µM where a hit was titrated. 0.02% of 340,000 active;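 active = phage lysis inhibition, versus mean bacterial control, above a set limit; inconclusive = no clear call, values can overlap the other calls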;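 note: capsule biogenesis inhibitors block K1F phage lysis so surviving cells raise fluorescence; higher fluorescence means more inhibition of phage lysis; actives were called in the ten point dose series up to 300 µM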
West Nile virus CPE: inhibition of WNV-induced cytopathic effect – cell-based, CPE readout (AID 1621); 0.02% of 290,000 active; West Nile virus-infected cells, CPE inhibition; higher % means a stronger effect; one-dose CPE inhibition, % at 10 µM; IC50 in µM for titrated hits; in the data active = a potency from the dose series; inconclusive = CPE inhibition mostly from about 3.7% at the one dose, without a potency; inactive = the rest, 99 in 100 with CPE inhibition below about 2.2%; note: strong numbers were not always called active
Rac1 GTP hydrolysis: MgcRacGAP GTPase-activating activity inhibitors, confirmation, biochemical, ADP Hunter fluorescence. AID 624330. 0.6% of 340,000 active. MgcRacGAP-stimulated Rac1 GTP hydrolysis, ADP Hunter fluorescence; higher % means a stronger effect; GST-tagged Rac1 F28L mutant substrate. inhibition, % at 30 µM; hits with a dose series show IC50 in µM;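 active = first-screen hits whose inhibition reached a set limit at any dose in the follow-up dose series; inconclusive = inhibition above the set first-screen limit but never retested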;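 note: fluorescence reports GDP produced by GAP-driven GTP hydrolysis; strong numbers were not always called active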
T cell modulator vesicle-bound %: also measured in T cell modulator; calls as there; double positive events, %; measured here: CD8+ vesicle-bound cell fraction;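 binding gate set so that unloaded-vesicle control wells show 10% double positive cells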
NTR1 ag cell count 20 µM: second read-out of NTR1 ag, no call of its own (marks repeat the call); cell count; measured here: cell count, cytotoxicity flag
NS5 inhibitors pilot replicate: recorded beside NS5 inhibitors, whose call it bears; inhibition, %; measured here: pilot screen replicate inhibition
Starred values were filed as active, the others as inactive; i = inactive; ? = inconclusive; · = not tested or not shown; [ ] = dose if it differs, or a comment.

SMILES | Salmonella PhoP GFP | T cell modulator | T cell modulator vesicle-bound % | RSV CPE inhibition | NS5 inhibitors | SV40 large T antigen | NTR1 ag | NTR1 ag cell count 20 µM | UTI89 phage lysis | West Nile virus CPE | Rac1 GTP hydrolysis | others
CCCc1noc2c1/C(=N\O)CC(c1ccccc1)C2 (centres undefined) | 4.7% | i | 19.7 | 1.4% | -1.1% | 16.1% | 0.1 | 53 | 1.7% | -0.1% | 11.5%
CC[C@@H]1C(c2ccc(F)cc2)=NN(c2ccc(Br)cc2)[C@H]1C(=O)N1CCOC1=O | · | · | · | · | -4.3% | · | 15.2 | 60 | 0.1% | · | 4.4% | NS5 inhibitors pilot replicate=-1.5
O=C(O)CNC(=O)CCn1nnc2ccccc2c1=O | -11.9% | i | 56.5 | 0.2% | -8.5% | 8.7% | -1.0 | 54 | 3.2%[50 µM] | 0.2% | 4.9%
O=C(NNC(=O)c1ccccc1F)c1ccc(Cl)c(S(=O)(=O)N2CCOCC2)c1 | · | i | 26.6 | · | -9.0% | · | -3.0 | 78 | 0.3%[50 µM] | · | 3.6%
Cc1ccc(C(=O)N[C@H](C(=O)Nc2sccc2C(N)=O)C(C)C)cc1 | 6.2% | i | 39.7 | 11.0% | -9.1% | -6.0% | -0.9 | 50 | 0.3% | 0.0% | 4.0%
CC1OC(C)(C)OC1C1CNc2nc(NC(=O)C(C)(C)C)[nH]c(=O)c2N1C(=O)c1cccnc1 (centres undefined) | -7.5% | i | 42.0 | 0.3% | 0.6% | 12.6% | 1.4 | 42 | 3.2%[50 µM] | -0.3% | 4.9%
Cc1onc(-c2ccccc2)c1C(=O)N/N=C/c1cc2c(cc1Cl)OCO2 | -11.0% | i | 45.0 | 10.6% | 0.0% | 6.4% | 0.8 | 47 | 2.9%[50 µM] | -0.9% | 4.2%
Brc1ccc(-c2csc(Nc3nc(-c4ccc(Br)cc4)cs3)n2)cc1 | 0.9% | i | 23.6 | 7.3% | -6.5% | 4.2% | 3.2 | 65 | 1.8% | 2.8% | 8.5%
CC(NS(=O)(=O)c1ccc(N)cc1)C1CC2CCC1C2 (centres undefined) | 2.3% | i | 18.2 | 0.1% | -5.3% | -0.6% | 1.0 | 52 | 0.1% | -0.8% | 0.0%
O=C(Nc1ccnc(-c2ccncc2)n1)c1ccc(Cl)cc1 | -2.5% | i | 61.2 | 2.1% | -4.4% | 8.7% | 1.7 | 76 | 0.8% | 1.0% | 2.9%
O=C(C[C@@H]1C/C=C\C[C@H](Cc2ccc(F)cc2)C(=O)OC[C@H]2CCCN2C1=O)N[C@H](CO)Cc1ccccc1 | · | i | 12.4 | · | -5.8% | · | -1.6 | 36 | -0.4% | · | 10.3%
C[C@@H]1CN([C@H](C)CO)C(=O)c2cc(NS(=O)(=O)c3cn(C)cn3)ccc2O[C@H]1CN(C)C(=O)Nc1ccccc1 | · | i | 20.1 | · | -1.6% | · | -2.8 | 68 | 1.2% | · | 2.2%
CCCC(C(=O)NC1CCCCC1)N(CC1CCCO1)C(=O)CNS(=O)(=O)c1ccc(F)cc1 (centres undefined) | -3.4% | i | 50.3 | -1.1% | -3.5% | 9.0% | -0.8 | 74 | 2.5% | 0.0% | 1.9%
CCN(CC)C(=O)C1=C(C)NC(=O)NC1c1ccccc1F (centres undefined) | -2.3% | i | 27.0 | 0.1% | · | 2.1% | 0.2 | 61 | · | 1.3% | ·
Cc1c(C(=O)Nc2nnc(C3CC3)s2)oc2ccccc12 | · | i | 25.4 | 4.1% | -12.2% | · | 2.9 | 48 | 1.5%[50 µM] | · | 3.4%
CC(C)CCn1c(NCCc2ccccc2)nc2c1c(=O)n(C)c(=O)n2C | 3.0% | i | 38.0 | 8.7% | -2.1% | · | 2.2 | 79 | -1.5% | 0.0% | 1.3%
Cc1ccc(S(=O)(=O)CCC(=O)N2CCN(c3ccccc3O)CC2)cc1 | · | i | 27.8 | · | -6.7% | · | -1.3 | 52 | 0.3%[50 µM] | · | 0.5%
c1ccc(CN2CCN(Cc3c[nH]c4ccccc34)CC2)cc1 | 1.9% | i | 16.4 | -0.3% | -2.6% | 7.5% | 0.2 | 92 | 0.3% | -0.8% | 8.7%
COc1ccc(/C=N/N=C/c2ccc(OC)c(OC)c2)cc1OC | -10.1% | i | 15.4 | 1.3% | -0.8% | 5.1% | 0.0 | 77 | 0.5% | 0.7% | 7.5%
CCc1c(C)sc(NC(=O)c2ccoc2C)c1C(N)=O | -7.8% | i | 21.8 | 2.7% | -18.1% | 13.4% | 0.3 | 65 | 0.0% | -0.8% | 13.9%
CC(=O)Nc1ccc(NC(=O)COC(=O)[C@@H]2CCCN2C(=O)c2cccs2)cc1 | · | i | 20.6 | · | 0.0% | · | -1.6 | 40 | -0.4% | · | 5.8%
COc1ccc(Cl)cc1S(=O)(=O)NCc1cccnc1 | -4.6% | i | 21.2 | 2.0% | -8.0% | -0.1% | 0.8 | 71 | 8.3% | · | 1.5%
CC(C)Cn1c(SCC(=O)c2c(N)n(C)c(=O)n(C)c2=O)nc2ccccc21 | 3.6% | i | 57.7 | 1.6% | · | 10.3% | 0.7 | 47 | 0.9% | 0.1% | 3.4%
O=C(CCCn1c(=S)[nH]c2cc3c(cc2c1=O)OCO3)NCc1cccc(Cl)c1 | -12.5% | i | 49.0 | 3.6% | -6.9% | 14.8% | 4.0 | 46 | 0.1% | -0.4% | 7.7%
N#CC1=C(N)SC(N)=C(C#N)C1c1ccc(C(F)(F)F)cc1 | -29.1% | i | 31.4 | 1.4% | · | 3.5% | -0.2 | 45 | · | 0.0% | ·
CCOC(=O)NC(=O)COC(=O)c1cccc2ccccc12 | 3.2% | i | 37.4 | 1.0% | -6.8% | 6.8% | 1.0 | 61 | -0.1% | 1.1% | -2.1%
CCCCc1nnc(NC(=O)COc2ccc3c(C)cc(=O)oc3c2)s1 | -5.2% | i | 32.5 | 3.0% | · | 3.7% | 1.1 | 64 | · | 0.3% | ·
COc1ccc(N2CCN(C(=O)CCS(=O)(=O)c3cccc4nsnc34)CC2)cc1 | 1.1% | i | 7.2 | -0.3% | -2.5% | 13.2% | 3.2 | 41 | 2.4%[50 µM] | -0.8% | 28.0%
Cc1cccc(OCCCC(=O)Nc2ccc(Br)cc2)c1 | -9.6% | i | 24.8 | 16.3% | -7.2% | 4.5% | 0.0 | 60 | 1.3% | -0.1% | 5.1%
CN(CCCCCCCCC(=O)/C=N/O)Cc1ccccc1 | 8.8% | i | 64.3 | -1.4% | -0.7% | -1.1% | 0.2 | 60 | 0.2% | -0.8% | 7.6%
CCC(C)NC(=O)c1cccc(C)c1 (centres undefined) | 0.4% | i | 6.7 | 1.1% | 0.3% | 11.8% | 2.2 | 74 | -0.5%[50 µM] | 0.0% | 11.4%
Cc1ccccc1S(=O)(=O)Oc1cccc2c(O)cccc12 | -1.7% | i | 41.6 | 16.9% | -3.5% | 11.2% | -0.2 | 60 | -1.6% | 0.0% | ?
C=C(C)Cn1c(COc2ccccc2)nnc1SCC(=O)O | -5.1% | i | 56.9 | 1.6% | 0.0% | 8.3% | 0.0 | 55 | 0.4% | 0.4% | 8.8%
Cc1cc(C)c2nc3nc(C)c(C)cc3c(N)c2c1 | -1.2% | · | · | · | 5.7% | 24.3% | -0.6 | 93 | -2.3% | 1.5% | 28.9%
CCCCCC(=O)NC(=S)NC1C2CC3CC(C2)CC1C3 (centres undefined) | 0.8% | i | 56.1 | ? | 0.8% | 13.8% | 13.7 | 60 | 0.2% | -0.3% | 5.7%
Cc1ccccc1Nc1ncccc1C(=O)N1CCOCC1 | -5.4% | i | 41.7 | 1.0% | -4.8% | 3.7% | 0.1 | 75 | 0.0% | 0.2% | 7.1%
O=C(c1cc(C(=O)N2CCCC2)cc([N+](=O)[O-])c1)N1CCCC1 | 3.5% | i | 4.1 | 0.7% | -6.6% | -3.4% | 1.2 | 58 | 0.3% | -0.4% | 1.6%
O/N=C/c1ccc2ccccc2n1 | 3.8% | i | 58.9 | 5.7% | -3.1% | 19.2% | 0.8 | 31 | 0.3% | 0.2% | 2.2%
COc1ccc(C2=NN(C(=O)CSc3ncccn3)C(c3ccc(OC)cc3)C2)cc1 (centres undefined) | -2.2% | i | 18.9 | 4.0% | -4.4% | 23.0% | -0.5 | 45 | 1.7% | -1.2% | 5.8%
Cc1cc(=O)oc2cc(OCC(=O)NCC3CCC(C(=O)O)CC3)ccc12 (centres undefined) | 1.4% | i | 36.0 | · | -3.6% | 1.1% | 14.8 | 83 | 2.8% | -0.3% | 5.5%
COc1ccc(-c2nc(C)ncc2-c2csc(C)n2)c(O)c1 | -12.2% | i | 10.9 | -1.5% | -4.8% | 2.5% | -0.6 | 38 | 0.4% | 0.0% | 10.2%
C=CCOc1ccc(CNc2nccs2)cc1OCC | 1.9% | i | 12.7 | 0.5% | 2.7% | 4.7% | -0.3 | 45 | -0.2% | -0.3% | -0.6%
C/C(=N/NC(=O)CNC(=O)COc1ccccc1)c1ccco1 | 0.8% | i | 43.9 | 0.5% | 6.3% | 2.2% | -0.1 | 92 | 0.3% | 0.1% | 4.4%
CC1(C)CC(OC(=O)c2ccccc2)CC(C)(C)N1 | -4.7% | i | 12.4 | 2.0% | -2.8% | -4.3% | 1.6 | 53 | 0.1% | -0.3% | 2.9%
CC1CCc2c(sc(NC(=O)CSc3nc4c(c(C(F)(F)F)n3)CCc3ccccc3-4)c2C(N)=O)C1 (centres undefined) | 7.4% | i | 47.7 | 6.8% | 10.2% | 13.4% | -0.5 | 47 | -0.1% | 0.0% | 2.2%
COc1ccc(-c2nc(SCC(=O)Nc3cccc(S(N)(=O)=O)c3)n[nH]2)cc1 | · | · | · | · | -11.0% | · | -1.3 | 58 | 0.3%[50 µM] | · | 16.9%

Assay outcomes deposited in PubChem by several laboratories.
